Assay outcomes as filed in PubChem.
Shn3 inh set2: reduction of Shn3 3'UTR firefly luciferase signal, primary screen, Schnurri-3 inhibitor project, cell-based, Clone20 osteoblasts, set 2. Clone20 osteoblast Shn3 3'UTR firefly luciferase, 24 h. inhibition, % at 12.5 µM. 360,000 compounds, 0.52% hits;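 active = mean inhibition of at least 75% with every replicate also reaching 75%; inconclusive = mean inhibition at least 75% but some replicate below; inactive = mean inhibition below 75%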;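 also: 0% = median of neutral control wells and 100% = pilot-screen positive control compound; some compounds past the cut are filed as inactive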
PDI turbidity: inhibitors of human PDI, primary screen, biochemical, turbidity, single point, plate reader; inhibition, % at 10 µM; PDI insulin aggregation turbidity, A650, 90 min; 350,000 compounds, 0.052% hits; Protein disulfide-isomerase (Homo sapiens), P07237;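 active = mean inhibition across replicates of 30% or more, whatever share of single replicates reach that level; inconclusive = mean inhibition below 30% while every single replicate reaches 30%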;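 also: absorbance from insulin aggregation driven by PDI reduction with DTT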
Target sequence (P07237 whole entry, looked up): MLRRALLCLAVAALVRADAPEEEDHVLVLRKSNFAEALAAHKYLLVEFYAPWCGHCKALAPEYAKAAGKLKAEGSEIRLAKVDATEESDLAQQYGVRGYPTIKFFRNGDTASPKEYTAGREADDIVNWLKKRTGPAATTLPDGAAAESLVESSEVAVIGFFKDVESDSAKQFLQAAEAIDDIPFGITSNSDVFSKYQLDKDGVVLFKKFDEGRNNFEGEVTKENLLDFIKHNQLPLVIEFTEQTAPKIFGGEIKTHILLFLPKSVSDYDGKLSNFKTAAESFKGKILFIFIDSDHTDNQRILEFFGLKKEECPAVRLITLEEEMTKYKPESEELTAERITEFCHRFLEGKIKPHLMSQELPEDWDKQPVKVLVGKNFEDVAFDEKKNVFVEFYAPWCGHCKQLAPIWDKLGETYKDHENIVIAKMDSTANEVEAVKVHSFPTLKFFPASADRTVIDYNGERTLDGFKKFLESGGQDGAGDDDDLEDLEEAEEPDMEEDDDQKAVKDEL
Vif inh: HIV Vif self-association inhibitors, primary screen, imaging, HEK293T, single point | HEK293T cells, Vif self-association by quenched fluorescence, 24 h | inhibition, % at 7.49 µM | 340,000 compounds, 0.35% hits; in the data active = inhibition above about 50%, passing the limit was not always enough; inconclusive = no clear call, values can overlap the other calls; inactive = below about 31%; also: some results filed as inactive read as strong as hits
KKLEB cytotox: cytotoxicity in KKLEB CF airway cells, primary screen, cytotoxicity control for CF NF-kB inhibitor project, cell-based, uHTS, fluorescence assay plates | KKLEB CF airway cells viability, ATPlite luminescence, overnight; active compounds read low; cells stimulated with P. aeruginosa culture filtrate | activity change (cytotoxicity), % at 5 µM | 360,000 compounds, 0.36% hits | AID 602141, 2011;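 active = corrected activity change at or below -50% at 5 µM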
CaV13 FRET inh: Disruptors of the CACNA1D IQ motif to Ca2+-dependent inactivation inhibitor domain association, primary screening, Förster resonance energy transfer in intact living …; AID 743397; 340,000 compounds, 0.098% hits; inhibition, % at 12.3 µM; HEK cells, CFP/YFP FRET ICDI-IQ, plate reader, 10 min; percent FRET-ratio fall versus neutral wells;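 active = mean replicate inhibition of at least 30% and at least 1% of replicates passing that level; inconclusive = only one of the two criteria is met; inactive = neither criterion is met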;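 also: 0% = median of the neutral control wells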
NR2E3 ag-1: NR2E3 agonists in two-hybrid cells, primary screen, cell-based, luminescence, CHO-S, Gal4-NCOR/VP16-NR2E3; Photoreceptor-specific nuclear receptor (Homo sapiens), Q9Y5X4; luciferase; inhibition of corepressor binding, % at 3.98 µM; 360,000 compounds, 0.35% hits; AID 602229, 2012;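 active = inhibition above the mean of all tested compounds plus 3 SD, cut at about 70% in these data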;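 also: 0% = DMSO with NR2E3 transfected cells and 100% = cells lacking NR2E3 construct; higher means lower luciferase signal from less NR2E3 corepressor binding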
Target sequence (Q9Y5X4 whole entry, looked up, the tested form may be a part): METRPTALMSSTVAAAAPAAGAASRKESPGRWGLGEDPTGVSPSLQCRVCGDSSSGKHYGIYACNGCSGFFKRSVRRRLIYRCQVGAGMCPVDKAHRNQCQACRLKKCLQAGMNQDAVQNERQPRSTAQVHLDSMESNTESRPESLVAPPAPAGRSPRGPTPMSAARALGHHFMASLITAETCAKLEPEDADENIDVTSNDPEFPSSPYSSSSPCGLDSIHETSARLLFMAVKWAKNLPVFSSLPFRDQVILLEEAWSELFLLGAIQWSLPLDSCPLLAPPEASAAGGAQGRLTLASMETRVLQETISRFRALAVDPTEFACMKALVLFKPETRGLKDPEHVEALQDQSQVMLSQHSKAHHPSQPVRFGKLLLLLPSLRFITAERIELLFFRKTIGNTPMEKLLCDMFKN
MITF TRPM1 inh: inhibitors of MITF-dependent TRPM1 promoter reporter, primary screen, cell-based, SK-MEL-5, single point, luciferase | SK-MEL-5 TRPM1 promoter luciferase, 24 h | inhibition, % at 12.5 µM | 330,000 compounds, 0.83% hits;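 active = mean inhibition across replicates of 60% or more, whatever share of single replicates reaches that level; inconclusive = some that reach 60%, reason not given; inactive = mean inhibition across replicates below 60%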; also: values of inactives mirror those of a sister screen read the other way
HIF-2a inh: HIF-2a reporter inhibitors, primary screen, luminescence, 786-0 RCC cells | inhibition, % at 18.8 µM | 786-0 RCC cells HIF-2a reporter, luciferase luminescence, overnight | 360,000 compounds, 0.72% hits | AID 624352, 2012;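 active = inhibition of the luminescence signal of 40% or more relative to plate controls, in a single-dose primary screen at 18.75 µM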
CF NFkB block: inhibitors of PAF-induced NF-kB signaling, primary screen, cell-based, GFP fluorescence, uHTS; AID 588850, 2011; KKLEB NF-kB-GFP reporter, GFP fluorescence overnight; inhibition, % at 5 µM; 360,000 compounds, 0.86% hits;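 active = at least 50% inhibition at 5 µM, scaled per plate between neutral and stimulator controls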;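 also: PAF is a Pseudomonas aeruginosa culture filtrate used as stimulus; plate controls were PAF-stimulated DMSO wells for no effect and unstimulated DMSO wells for full effect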
NR2E3 ag-2: inhibitors of NR2E3-RetCOR corepressor binding, primary screen, NR2E3 agonist project, biochemical, TR-FRET, GST-NR2E3, biotin-RetCOR; Photoreceptor-specific nuclear receptor (Homo sapiens), Q9Y5X4; 1536-well; inhibition of corepressor binding, % at 4.78 µM; 320,000 compounds, 0.12% hits; AID 2300, 2010;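 active = percent inhibition above the cutoff of mean plus 3 SD of all tested compounds, set per screening campaign, cut at about 20% in these data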;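 also: 0% = DMSO wells and 100% = biotin wells as full block of FRET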
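Material: NR2E3–RetCOR corepressor complex / Incubation: Compound–protein incubation for 5 h at 4 °C / Dosing: compound at 4.8 µM, single dose / Detection: time-resolved FRET / Benchmarks: high control biotin, low control 0.6% DMSO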
Peg3 promoter: Peg3 promoter-driven luciferase inhibitors, primary screen, cell-based, HeLa, luciferase luminescence. HeLa PEG-Prom luciferase reporter, overnight. inhibition, % at 20 µM. 360,000 compounds, 1.7% hits. AID 588405, 2011;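 active = inhibition of at least 50% at 20 µM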
Active calls of the source: *; ? = inconclusive; · = no result given; & = joins results of further samples.

SMILES	Shn3 inh set2	PDI turbidity	Vif inh	KKLEB cytotox	CaV13 FRET inh	NR2E3 ag-1	MITF TRPM1 inh	HIF-2a inh	CF NFkB block	NR2E3 ag-2	Peg3 promoter
C=CC(=O)Nc1sc2c(c1C(N)=O)CCCC2	0	2	-3	-10	-2	-4	·	-6	50	0	21
O=C(NCc1nnc(SCC(=O)N2CCN(c3ccccc3)CC2)o1)c1c(F)cccc1Cl	-66	·	-1	5	-5	-14	·	8	1	3	-1
O=C1C(Cc2c[nH]c3ccccc23)NC(=S)N1C1CCCCC1 (stereo unspecified)	23	18	-4	-1	1	0	14	-21	3	3	0
CCCSc1nc(C)c(C(C)=O)cc1C#N	16	16	-13	-2	·	-11	-3	-8	2	2	0
CC1CCN(Cc2nnnn2CCCC(=O)N(C)C(C)c2ccccn2)CC1 (stereo unspecified)	-10	5	-7	8	-3	2	-5	-15	-17	-1	3
CC(/C=N/NC(=O)c1ccccn1)=C\c1ccco1	-162	-1	6	-3	-21	-36	·	-186	2	·	-240
CCCOc1ccc(C(O)(CCC)CCN2CCCCC2)cc1 (stereo unspecified)	62	9	?	-6	-4	6	6	1	0	-4	15
COc1ccc(-c2[nH]ncc2CNCCn2cccn2)c(F)c1	-2	-1	20	5	0	-22	11	11	10	-2	-7
Cc1cccn2c(=O)c3cc(C(=O)NCc4ccc(F)cc4)c(=N)n(CCCN4CCOCC4)c3nc12	6	-3	-4	-2	116*	2	-6	2	-20	·	-23
CCOC(=O)c1ccccc1NC(=O)Cc1c(C(=O)O)n(C)c2ccccc12	8	0	-7	12	-12	-13	5	14	-1	3	13
CCOc1cc(C)c(Cl)cc1S(=O)(=O)N(C)C	-6	2	·	5	0	-43	-1	13	-6	4	1
Cc1ccc(C)c(OCCC(=O)Nc2cccc(S(=O)(=O)N3CCCCC3)c2)c1	7	16	-6	-1	-6	4	-2	-6	12	-1	35

A stretch taken from the entries so far, for reference:
SMILES	Shn3 inh set2	PDI turbidity	Vif inh	KKLEB cytotox	CaV13 FRET inh	NR2E3 ag-1	MITF TRPM1 inh	HIF-2a inh	CF NFkB block	NR2E3 ag-2	Peg3 promoter
C=CC(=O)Nc1sc2c(c1C(N)=O)CCCC2	0	2	-3	-10	-2	-4	·	-6	50	0	21
O=C(NCc1nnc(SCC(=O)N2CCN(c3ccccc3)CC2)o1)c1c(F)cccc1Cl	-66	·	-1	5	-5	-14	·	8	1	3	-1

Later entries.
SMILES	Shn3 inh set2	PDI turbidity	Vif inh	KKLEB cytotox	CaV13 FRET inh	NR2E3 ag-1	MITF TRPM1 inh	HIF-2a inh	CF NFkB block	NR2E3 ag-2	Peg3 promoter
CC(C)(C)c1cc(C(=O)CCN2CCOCC2)cc(C(C)(C)C)c1O	-12	5	0	-6	-4	-32	3	14	7	2	11
CCOP(=O)(OCC)c1nc(-c2ccc(F)cc2)oc1NCc1ccccc1	9	1	-1	0	2	-4	1	22	14	14	-1
COc1cc(CN2CCN(c3ccccc3F)CC2)c([N+](=O)[O-])cc1OC	-2	-21	-6	-11	-2	-1	-2	18	30	-1	8
CCOC(=O)/C(C#N)=N/Nc1ccc(S(=O)(=O)Nc2cc(OC)nc(OC)n2)cc1	-6	-5	43	-16	-14	8	·	12	28	-1	4
CNc1nnc(-c2cc3cc(Cl)ccc3oc2=O)s1	-42	-2	1	4	·	-71	-64	-221	-20	4	-186
Cc1cc(C(=O)OCC(=O)NC2CC2)c2ccccc2n1	7	-13	-2	4	-2	6	·	3	-13	7	-1
Cc1ccc(OCCn2c(NC(=O)c3ccco3)nc3ccccc32)cc1	15	-11	10	1	·	-2	21	-5	-10	-2	8
COC(=O)c1ccc(C(C(=O)NC2CCCCC2)N(C(=O)Cc2cccs2)C2CC2)cc1 (stereo unspecified)	-9	3	2	-5	-4	-26	-18	15	-5	-4	9
Cc1ccc(C)c(NC(=O)CN(C)C(=O)c2cc(S(=O)(=O)N3CCOCC3)ccc2N2CCCC2)c1	3	-7	7	-26	-7	-9	4	-1	-5	0	11
CCc1ccc2c(c1)C(=O)C[C@]1(CCC[C@H](C)C1)O2	-11	13	-2	10	-9	6	4	-2	12	2	1
CCCCN(CC)CCNC(=O)c1cc2c(=O)n(CC)c3ccccc3c2s1	43	-5	5	2	-4	23	-7	7	-17	4	34
CCCNC(=O)c1cc(S(=O)(=O)N2CCCCC2)ccc1N1CCOCC1	-23	11	3	3	-5	-11	-2	11	2	-7	7
CCOC(=O)c1c(-c2ccco2)csc1N	-17	-6	2	-10	-5	-27	-7	15	6	-1	15
CCOC(=O)CS(=O)(=O)c1ccc(O)cc1	-7	5	4	8	-5	27	-6	1	-16	-1	1
Cc1ccc(-c2ccc(/C=N/O)o2)cc1[N+](=O)[O-]	-9	2	6	-5	0	-47	-45	-237	-17	3	-207
CCOc1ccc2nc(N3CCC(C(=O)N4CCN(c5ccccn5)CC4)CC3)sc2c1	23	·	-15	9	·	-39	-1	-71	-22	4	-41
COc1cc(/C=N/N2CCN(c3ccccc3)CC2)ccc1OC(C)=O	-16	9	-1	0	-21	1	-15	-77	-8	-2	-53
Cc1csc(NC(=O)CSc2nnc(-c3ccc(Cl)cc3)n2N)n1	1	7	1	10	-5	-8	8	0	-3	1	2
COc1cccc(C(=O)O[C@H]2[C@H](C)NS(=O)(=O)[C@H]3C[C@@H]4C=C[C@]23O4)c1	-12	6	-2	-4	-4	13	-6	13	5	0	-4
CCCCCOc1ccc(C2NC(=O)NC2=O)cc1 (stereo unspecified)	-16	-5	·	6	-5	-13	·	-40	-21	-2	0
CC(C(=O)Nc1cccc([N+](=O)[O-])c1)n1nnc2ccccc21 (stereo unspecified)	-3	21	2	1	-4	2	0	20	-5	1	1
COCCn1c(SCC(=O)N2CCN(c3ccccc3)CC2)nc2c(c1=O)SC(C)C2 (stereo unspecified)	6	·	0	8	-3	6	·	7	-9	1	-6
CCCn1c(O)c2ccc(C(=O)N=NC(=O)c3cccnc3)cc2c1O	-15	-1	9	-17	·	-17	1	10	-6	1	-8
CC(C)(C)c1cccc(OCCCSc2ncccn2)c1	-17	-3	-1	-2	-4	-12	-18	-106	13	-1	-67
NS(=O)(=O)c1ccc(NC(CNS(=O)(=O)c2ccccc2)c2ccccc2)cc1 (stereo unspecified)	10	-14	3	4	8	-12	1	32	8	0	28
COc1ccc(/C=C/C(=O)c2oc3ccc(F)cc3c2C)cc1	-14	-11	-2	-10	·	-13	-5	-42	-6	-2	-4
O=C(CCCOc1ccc(Cl)cc1Cl)NNC(=O)C1CCC1	-5	-5	0	4	-6	-23	5	4	-13	-1	-18
Cc1ccc2nc(C(=O)O)c(C(=O)O)nc2c1	-11	-3	-6	-3	-5	-11	-2	8	0	2	3
Cc1cccc(C(=O)NNC(=O)C(=O)NC(C)(C)C)c1	-1	-1	26	-2	-3	-11	8	9	-12	1	-10
O=C(O)c1c2c(nc3ccc(F)cc13)CCC2	-3	-3	4	18	-4	-5	17	0	-16	-1	9
CN(CCO)C1=NS(=O)(=O)c2cc([N+](=O)[O-])ccc21	-2	0	4	7	-1	-5	22	4	-8	-1	-4
Cn1c(CCCOc2ccc(Cl)cc2Cl)nnc1SCC(=O)Nc1ccc(F)c(Cl)c1	1	0	-1	-7	-5	-12	-20	-121	-50	0	-52
CC(C)(C)C1(c2ccccc2)NC(=O)N(CC(=O)N2CCOCC2)C1=O (stereo unspecified)	-5	-4	-3	2	-6	-9	12	15	2	3	4
CCn1c(=O)c2sccc2n(CC(=O)NCCC2=CCCCC2)c1=O	-1	-1	·	2	-4	-7	6	11	-4	5	18
Cc1ccccc1Cn1c(=N)n(CC(O)c2ccco2)c2ccccc21 (stereo unspecified)	1	-2	10	-12	·	-27	-4	7	7	0	4
C#CCN(N(C)c1ncc(C(F)(F)F)cc1Cl)S(=O)(=O)c1ccc2ccccc2c1	10	5	-2	1	-4	-15	7	16	12	4	19
COCCNS(=O)(=O)c1ccccc1	-25	-3	19	12	-8	-11	1	7	0	1	6
COc1ccccc1N(CC(=O)NC1CC2CCC1C2)S(=O)(=O)c1ccc(C)cc1 (stereo unspecified)	7	-4	-5	10	·	17	7	14	-20	-2	22
O=S(=O)(NCCCSc1ccccc1)c1ccccc1F	-3	-63	6	8	-7	-2	4	-14	-5	-1	-4
COCCNC(=S)N1CCC(c2nc(-c3ccc(F)cc3)no2)CC1	3	5	-4	4	7	15	10	4	-8	5	4
Cc1nnc(NC(=O)CSc2nnc3ncccn23)s1	-4	1	7	8	-5	-18	4	7	-7	1	13
COc1cc(NC(=O)CCNS(=O)(=O)c2ccc3c(c2)CCC(=O)N3)cc(OC)c1	15	10	-1	-1	-3	-9	4	20	9	-1	-2
O=C(NCc1cccs1)c1nc2c(nnn2Cc2ccccc2Cl)c(=O)[nH]1	7	-3	-29	-76*	-8	52	76*	76*	88*	3	104*
Cc1ccc(S(=O)(=O)NC(C(=O)Oc2cc3oc(=O)cc(C)c3cc2Cl)C(C)C)cc1 (stereo unspecified)	-38&13	-5	6	-9	-2	-8	14	7	34	0	12
CN(Cc1ccccc1)S(=O)(=O)c1ccc(NS(=O)(=O)Cc2ccccc2)cc1	13	7	-9	6	-8	3	8	7	2	2	5
Cc1cc(N2CCN(C(=O)c3ccco3)CC2)n2nc(C)c(-c3ccccc3)c2n1	7	-4	-27	-17	-4	-9	5	8	7	·	16
CN(C(=O)COC(=O)c1cc(=O)[nH]c2ccccc12)C1CCCCC1	-40	-7	9	-12	-2	-68	-32	-159	6	2	-96
C=CCOc1ccc(C2C(C(=O)c3ccco3)=C(O)C(=O)N2Cc2cccnc2)cc1 (stereo unspecified)	-33	-2	5	-9	·	-52	6	-71	3	5	-19
[N-]=[N+]=NCC/C=C\C1NS(=O)(=O)OCC1O (stereo unspecified)	10	-3	-4	-9	-7	-23	-1	7	6	1	8
C[C@H](CO)N1C[C@H](C)[C@@H](CN(C)C(=O)OCc2ccccc2)OCc2cn(nn2)CCCC1=O	-6	-8	-1	2	-3	-1	·	14	6	·	-12
CCCN(CC(=O)Nc1ccccc1C)C(=O)COC(=O)c1cnc(C)cn1	3	3	0	7	-6	6	-6	10	12	·	13
